High-throughput results (PubChem)
zVAD death inh – inhibitors of zVAD-triggered necroptosis, primary screen, L929 cells; L929 zVAD necroptosis rescue, ATP luminescence, 24 h; with zVAD 60 µM; viability rescue, % at 10 µM; 220,000 tested, 0.38% active;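 active means activation, scaled between plate controls, above about 75%, limit read from the data; inactive means activation under that limit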;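 further: 0% = zVAD with DMSO and 100% = DMSO alone without zVAD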
Hck Nef HTS – inhibitors of Nef-activated human Hck kinase, primary screen, biochemical, Z-Lyte FRET, 384-well, Hck-YEEI. Tyrosine-protein kinase HCK (Homo sapiens), P08631. Recombinant Hck-YEEI plus Nef, Z-Lyte FRET kinase assay. inhibition, % at 20 µM. 220,000 tested, 0.68% active. AID 463187, 2010;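 active means Hck-Nef kinase inhibition above about 50%, limit read from the data; inactive means inhibition below that limit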;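 further: 0% = DMSO with Hck plus Nef and 100% = Hck alone without Nef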
Runt-CBFb FRET – inhibitors of RUNX1 Runt–CBFb binding, primary screen, biochemical, FRET, Cerulean-Runt, Venus-CBFb, uHTS | Runt-related transcription factor 1 (Homo sapiens) + Core-binding factor subunit beta … | Cerulean-Runt/Venus-CBFb FRET ratio 530/480, 1 h | inhibition, % at 20 µM | 220,000 tested, 0.46% active | AID 1496, 2009;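 active means inhibition over about 50% at 20 µM in the single-dose screen, limit read from the data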;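 further: 0% = DMSO wells and 100% = excess unlabeled CBFb competitor control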
Target sequence (Q01196 whole entry, looked up): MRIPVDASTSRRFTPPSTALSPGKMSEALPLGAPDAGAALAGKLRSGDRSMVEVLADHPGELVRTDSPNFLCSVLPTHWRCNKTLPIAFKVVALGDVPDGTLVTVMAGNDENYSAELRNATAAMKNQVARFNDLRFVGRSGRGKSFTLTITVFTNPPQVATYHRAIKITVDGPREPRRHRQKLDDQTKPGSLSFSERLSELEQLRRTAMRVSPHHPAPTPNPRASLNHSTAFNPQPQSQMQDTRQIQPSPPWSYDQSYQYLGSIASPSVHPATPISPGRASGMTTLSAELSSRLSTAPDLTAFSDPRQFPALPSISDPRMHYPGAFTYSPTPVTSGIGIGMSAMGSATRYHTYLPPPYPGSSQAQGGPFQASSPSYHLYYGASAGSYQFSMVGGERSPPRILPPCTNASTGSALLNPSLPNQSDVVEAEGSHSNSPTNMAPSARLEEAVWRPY
Target sequence (Q13951 whole entry, looked up): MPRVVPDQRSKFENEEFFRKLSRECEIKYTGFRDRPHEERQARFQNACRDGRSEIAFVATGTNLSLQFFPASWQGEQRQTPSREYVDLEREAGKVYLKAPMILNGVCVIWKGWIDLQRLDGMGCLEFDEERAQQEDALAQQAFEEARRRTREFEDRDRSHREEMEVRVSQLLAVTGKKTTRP
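Reagent – Venus-CBFb binding partner, 100 nM · Assay system – Cerulean-tagged RUNX1 Runt domain (FRET donor) fusion protein · Input – 100 nM per protein · Incubation – two 1 h room-temperature incubations shielded from light · Measured by – FRET fluorescence · Medium – Tris buffer pH 7.5 with salts and BSA · Benchmarks – unlabeled CBFb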
PERK inhibitor – block of dimerizer-induced PERK translation repression, primary screen, PERK inhibitor project, CHO PERK-DD cells, SEAP luminescence, HTS; Eukaryotic translation initiation factor 2-alpha kinase 3 (Homo sapiens), Q9NZJ5; CHO PERK-DD fusion, SEAP luminescence translation reporter; inhibition, % at 5.6 µM; 220,000 tested, 0.17% active;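 active means inhibition above the mean inhibition of all tested compounds plus 3 SD, set separately per screening campaign, cut at about 2.9% in these data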;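 further: PERK kinase domain activated by AP20187 dimerizer at 100 nM; 0% = DMSO with dimerizer and 100% = rapamycin at 8.4 µM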
EP2 mod – EP2 receptor modulators, cAMP readout, primary screen, cell-based, HTRF cAMP, PGE2 stimulation. Prostaglandin E2 receptor EP2 subtype (Homo sapiens), P43116. EP2-expressing cells, cAMP HTRF FRET, PGE2 co-stimulation. induction, % at 25 µM. 260,000 tested, 0.83% active. AID 940, 2007;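 active means compounds whose cAMP rise, as percent of the full-agonist control response, exceeds 60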;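 further: rat C6 glioma line stably carrying human EP2 under a CMV promoter; the protocol text gives 20 µM as final concentration; 100% = response of wells given 1 µM PGE2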
PGE2 EP2 inh – human EP2 receptor antagonists, primary screen, TR-FRET cAMP, C6 glioma cells; inhibition, % at 25 µM; 260,000 tested, 0.52% active; Prostaglandin E2 receptor EP2 subtype (Homo sapiens), P43116; AID 1422, 2008; C6 glioma cells expressing human EP2; cells stimulated with saturating PGE2;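 active means percent inhibition above 40 after rounding to a whole number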;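 further: rat C6 glioma host cells with rolipram phosphodiesterase inhibitor present; the protocol text gives 20 µM as final concentration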
Runt-SMMHC FRET – inhibitors of RUNX1 Runt–CBFb-SMMHC binding, primary screen, biochemical, FRET, Cerulean-Runt, Venus-CBFb-SMMHC, uHTS | Runt-related transcription factor 1 (Homo sapiens) + Core-binding factor subunit beta … | Cerulean-Runt/Venus-CBFb-SMMHC FRET ratio 530/480, 1 h | inhibition, % at 20 µM | 220,000 tested, 0.74% active | AID 1434, 2008;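 active means mean inhibition across duplicate retests at 20 µM reaching about 50%, limit read from the data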;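 further: 0% = DMSO wells and 100% = wells with excess untagged CBFb-SMMHC; inhibitors lower the FRET ratio by blocking Runt binding to CBFb-SMMHC; some results filed as inactive read as strong as hits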
TNF necrop inh – inhibitors of TNF-alpha triggered necroptosis, primary screen, cell-based, Jurkat FADD-/-, single concentration. Jurkat FADD-/- TNF necroptosis rescue, ATP luminescence, 24 h; 0 = TNF only, 100 = no-TNF cells. activation (protection from cell death), % at 10 µM. 220,000 tested, 0.068% active. AID 463075, 2010;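 active means activation, meaning protection from cell death, of at least 50% relative to plate controls; inactive means activation below 50%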;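 further: necroptosis triggered by 40 ng/mL TNF-alpha added together with compound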
RBBP9 inh – human RBBP9 inhibitors, primary screen, biochemical, fluorescence polarization, FP-Rh probe, HTS | recombinant RBBP9 | inhibition, % at 7.94 µM | 220,000 tested, 0.2% active | AID 1515, 2009;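 active means inhibition above the campaign mean of all tested compounds plus 3 SD, cut at about 14% in these data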;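 further: plate controls were DMSO wells with RBBP9 for no effect and wells lacking RBBP9 protein for full effect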
Target sequence (O75884 whole entry, looked up): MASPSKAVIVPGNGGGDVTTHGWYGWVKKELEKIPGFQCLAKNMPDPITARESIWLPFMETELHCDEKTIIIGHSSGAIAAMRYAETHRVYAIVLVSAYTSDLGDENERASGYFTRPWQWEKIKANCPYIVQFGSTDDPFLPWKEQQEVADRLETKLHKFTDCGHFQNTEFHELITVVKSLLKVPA
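Test system – recombinant human RBBP9 · Input – RBBP9 2.5 µM in dispensing solution, pre-mixing · Medium – Tris buffer pH 8.0, NaCl, Pluronic · Schedule – preincubation 30 min plus labeling 45 min at 25 °C · Measured by – fluorescence polarization · Measure – % inhibition · Controls – DMSO and no-protein wells · Replicates – one well per compound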
* marks the source's active call; other numbers are inactive results. A portion of the library; rates above refer to the full screens.

For CCCSc1nnc2nc(C)cc(C)n12 the results were zVAD death inh 2.0, Hck Nef HTS 1, Runt-CBFb FRET 1, PERK inhibitor -0.1, EP2 mod 7, PGE2 EP2 inh 4, Runt-SMMHC FRET -1, TNF necrop inh 2.7 and RBBP9 inh 0.
Screening CN1CCN(C2=C(Cl)C(=O)N(c3ccc(Cl)cc3)C2=O)CC1 returned zVAD death inh 0.6, Hck Nef HTS 16, Runt-CBFb FRET 12, PERK inhibitor 0.2, EP2 mod 25, PGE2 EP2 inh 9, Runt-SMMHC FRET 11, TNF necrop inh 2.0 and RBBP9 inh -6.
`CNC(=O)CN(c1cc(OCCOC)c(Cl)cc1Cl)S(=O)(=O)c1ccc(OC)cc1` gave zVAD death inh 0.7, Hck Nef HTS 30, Runt-CBFb FRET 0, PERK inhibitor 0.1, EP2 mod -21, PGE2 EP2 inh 6, Runt-SMMHC FRET 1, TNF necrop inh -6.9 and RBBP9 inh 4.
Screening COc1cccc(N2CCN(C(=O)c3c(C)nn(-c4ccccc4)c3C)CC2)c1 returned zVAD death inh -0.8, Hck Nef HTS 5, Runt-CBFb FRET 0, PERK inhibitor 0.3, EP2 mod -92, PGE2 EP2 inh 8, Runt-SMMHC FRET -4, TNF necrop inh -4.1 and RBBP9 inh -7.
`CCOC(=O)c1ccc(NC(=O)c2nc[nH]c2C(=O)N[C@@H](Cc2ccccc2)C(=O)OC(C)(C)C)cc1` gave zVAD death inh 0.3, Hck Nef HTS 28, Runt-CBFb FRET -1, EP2 mod 32, PGE2 EP2 inh 8, Runt-SMMHC FRET -1 and TNF necrop inh 1.3.
`NNc1ccccc1C(F)(F)F` gave zVAD death inh -0.4, Hck Nef HTS 32, Runt-CBFb FRET 2, PERK inhibitor 0.8, EP2 mod 27, PGE2 EP2 inh 0, Runt-SMMHC FRET 4, TNF necrop inh 0.0 and RBBP9 inh -3.
Screening COC(=O)/C(=C/c1ccco1)NC(=O)c1ccc(Br)o1 returned zVAD death inh 1.4, Hck Nef HTS -8, Runt-CBFb FRET 4, PERK inhibitor 1.0, EP2 mod 18, PGE2 EP2 inh 7, Runt-SMMHC FRET -10, TNF necrop inh -0.3 and RBBP9 inh 2.
For O=c1[nH]c2cccnc2n(CCNc2ncc(C(F)(F)F)cc2Cl)c1=O the results were zVAD death inh 2.4, Hck Nef HTS 28, Runt-CBFb FRET 0, PERK inhibitor 0.3, EP2 mod -18, PGE2 EP2 inh 5, Runt-SMMHC FRET -1, TNF necrop inh -4.8 and RBBP9 inh -3.
`Cc1c(NCc2nc3ccccc3[nH]2)c(=O)n(-c2ccccc2)n1C` gave zVAD death inh -0.4, Hck Nef HTS 1, Runt-CBFb FRET 0, PERK inhibitor -0.8, EP2 mod -16, PGE2 EP2 inh 2, Runt-SMMHC FRET 3, TNF necrop inh -0.8 and RBBP9 inh 3.
`O=C(Cn1cnc2ccccc2c1=O)NCC(=O)N1CCN(Cc2ccc3c(c2)OCO3)CC1` gave zVAD death inh 0.8, Hck Nef HTS -7, Runt-CBFb FRET -1, PERK inhibitor -0.1, EP2 mod 7, PGE2 EP2 inh 9, Runt-SMMHC FRET -1, TNF necrop inh 1.4 and RBBP9 inh -10.
Cc1sc2nc(CSCC(=O)Nc3ccccc3C#N)[nH]c(=O)c2c1C was read as zVAD death inh 1.2, Hck Nef HTS 2, Runt-CBFb FRET 0, PERK inhibitor -0.5, EP2 mod -17, PGE2 EP2 inh 2, Runt-SMMHC FRET -17, TNF necrop inh -1.9 and RBBP9 inh -2.
Cc1cccc(NC(=O)c2sc(C)nc2C)c1 was read as zVAD death inh 1.1, Hck Nef HTS 7, Runt-CBFb FRET -1, PERK inhibitor 0.3, EP2 mod 6, PGE2 EP2 inh 6, Runt-SMMHC FRET -3, TNF necrop inh -0.8 and RBBP9 inh -2.
Cc1ccc(C(=O)COC(=O)c2cccs2)cc1 was read as zVAD death inh 0.0, Hck Nef HTS -1, Runt-CBFb FRET 0, PERK inhibitor 0.8, EP2 mod 4, PGE2 EP2 inh 1, Runt-SMMHC FRET -4, TNF necrop inh -0.5 and RBBP9 inh -13.
For Cc1ccc(NC(=O)c2cc(-c3ccccc3)nn2-c2ccccc2)cc1 the results were zVAD death inh 2.5, Hck Nef HTS 3, Runt-CBFb FRET 3, PERK inhibitor 0.3, EP2 mod 48, PGE2 EP2 inh 4, Runt-SMMHC FRET 5, TNF necrop inh 1.6 and RBBP9 inh -10.
COC(=O)c1cncc(C)c1 was read as zVAD death inh -0.1, Hck Nef HTS 19, Runt-CBFb FRET 2, PERK inhibitor 0.7, EP2 mod 18, PGE2 EP2 inh 5, Runt-SMMHC FRET 2, TNF necrop inh 1.4 and RBBP9 inh -3.

Gathered by group: the compounds so far containing a CF3 group
`NNc1ccccc1C(F)(F)F` gave zVAD death inh -0.4, Hck Nef HTS 32, Runt-CBFb FRET 2, PERK inhibitor 0.8, EP2 mod 27, PGE2 EP2 inh 0, Runt-SMMHC FRET 4, TNF necrop inh 0.0 and RBBP9 inh -3.
For O=c1[nH]c2cccnc2n(CCNc2ncc(C(F)(F)F)cc2Cl)c1=O the results were zVAD death inh 2.4, Hck Nef HTS 28, Runt-CBFb FRET 0, PERK inhibitor 0.3, EP2 mod -18, PGE2 EP2 inh 5, Runt-SMMHC FRET -1, TNF necrop inh -4.8 and RBBP9 inh -3.

Later entries
For CCOC(=O)C(C(=O)OCC)C1CCS(=O)(=O)C1 (stereo not given) the results were zVAD death inh 0.1, Hck Nef HTS 9, Runt-CBFb FRET -2, PERK inhibitor 0.3, EP2 mod 16, PGE2 EP2 inh 8, Runt-SMMHC FRET 2, TNF necrop inh -0.3 and RBBP9 inh -6.
For C=CCN(C)NC(=S)Nc1ccccc1 the results were zVAD death inh 0.3, Hck Nef HTS 3, Runt-CBFb FRET 3, PERK inhibitor 0.9, EP2 mod -16, PGE2 EP2 inh 4, Runt-SMMHC FRET 5, TNF necrop inh 0.0 and RBBP9 inh -8.
CS(=O)(=O)N1CCN(c2ccc(NC(=O)c3ccc(-c4ccc(Cl)cc4)o3)cc2)CC1 was read as zVAD death inh -0.6, Hck Nef HTS -17, Runt-CBFb FRET -3, PERK inhibitor -0.7, EP2 mod -1, PGE2 EP2 inh 9, Runt-SMMHC FRET -4, TNF necrop inh 3.4 and RBBP9 inh -3.
Screening O=C(/C=C/c1cccs1)NC(=S)Nc1ccc(C(=O)O)cc1 returned zVAD death inh 0.3, Hck Nef HTS 12, Runt-CBFb FRET 0, PERK inhibitor 1.2, EP2 mod -33, PGE2 EP2 inh 10, Runt-SMMHC FRET 0, TNF necrop inh 8.1 and RBBP9 inh -11.
`CCOC(=O)N1CCN(C(=O)CCN2C(=O)COc3ccccc32)CC1` gave zVAD death inh 0.6, Hck Nef HTS 2, Runt-CBFb FRET -1, PERK inhibitor 1.7, EP2 mod 19, PGE2 EP2 inh 18, Runt-SMMHC FRET -4, TNF necrop inh 0.0 and RBBP9 inh -4.
CC(Sc1nnc(Cc2cccs2)n1C1CCCCC1)C(N)=O (stereo not given) was read as zVAD death inh 0.2, Hck Nef HTS 0, Runt-CBFb FRET 17, PERK inhibitor 0.8, EP2 mod 3, PGE2 EP2 inh 6, Runt-SMMHC FRET 2, TNF necrop inh -1.0 and RBBP9 inh -6.
For N/C(Cc1cccs1)=N\OC(=O)COc1ccccc1 the results were zVAD death inh -0.2, Hck Nef HTS 1, Runt-CBFb FRET 2, PERK inhibitor 0.1, EP2 mod 22, PGE2 EP2 inh 7, Runt-SMMHC FRET 2, TNF necrop inh 1.9 and RBBP9 inh 0.
CN(C)C=NC(=O)c1cccn1-c1ncc(C(F)(F)F)cc1Cl was read as zVAD death inh -1.1, Hck Nef HTS 11, Runt-CBFb FRET 1, PERK inhibitor 0.4, EP2 mod -19, PGE2 EP2 inh 8, Runt-SMMHC FRET 1, TNF necrop inh 0.6 and RBBP9 inh -5.
`O=C(NNC1=NCCCCC1)c1ccccc1` gave zVAD death inh -0.2, Hck Nef HTS 1, Runt-CBFb FRET -1, PERK inhibitor 1.2, EP2 mod 5, PGE2 EP2 inh 6, Runt-SMMHC FRET 5, TNF necrop inh 0.1 and RBBP9 inh -3.
`CCOc1ccc(CN2CCN(Cc3cc4ccccc4[nH]3)CC2CCO)cc1` (stereo not given) gave zVAD death inh 3.3, Hck Nef HTS 17, Runt-CBFb FRET 4, PERK inhibitor 0.3, EP2 mod -85, PGE2 EP2 inh 8, Runt-SMMHC FRET -7, TNF necrop inh 2.3 and RBBP9 inh -4.
CN(C)S(=O)(=O)Oc1ccsc1C(=O)Nc1cccc(Cl)c1 was read as zVAD death inh 0.2, Hck Nef HTS 1, Runt-CBFb FRET -2, PERK inhibitor -1.3, EP2 mod -13, PGE2 EP2 inh 2, Runt-SMMHC FRET -7, TNF necrop inh -1.4 and RBBP9 inh 3.
Screening CCCCn1c(NC(=O)c2ccco2)c(S(=O)(=O)c2ccc(C)cc2)c2nc3ccccc3nc21 returned Hck Nef HTS 49, Runt-CBFb FRET 4, PERK inhibitor -0.6, EP2 mod 54, PGE2 EP2 inh 11, Runt-SMMHC FRET 46, TNF necrop inh -11 and RBBP9 inh -7.
Screening O=C(NC1CC1)C1CCN(C2CCN(C(=O)Cc3ccc4c(c3)OCO4)CC2)CC1 returned zVAD death inh 1.9, Hck Nef HTS 20, Runt-CBFb FRET 2, PERK inhibitor 0.7, EP2 mod 14, PGE2 EP2 inh 7, Runt-SMMHC FRET -1, TNF necrop inh 0.3 and RBBP9 inh -5.
